# From PubChem
# TDP-43 yeast inh: inhibitors of TDP-43 toxicity in yeast; TDP-43 expressing yeast growth rescue, BacTiter-Glo, 24 h; Potency, µM (titrated, usually from 46.1 µM), without a hit: at the highest dose growth rescue (activation), actives largely listed as activators; 410,000 tested, 1.8% active; AID 652104; also: % of control where 0% means no effect; nearly all actives have a fitted effect of over 50% in size
#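 Readout is BacTiter-Glo luminescence of cell growth, so inhibitors register as activators. TDP-43-expressing yeast at OD600=0.02 in galactose medium, after raffinose pregrowth to mid-log, were incubated with compound for 24 hr at 30 deg C.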
# KB-3-1 tox: KB-3-1 parental cell cytotoxicity | AID 1347075 | KB-3-1 viability, CellTiter-Glo ATP luminescence, 72 h | Potency, µM (top dose mostly 46.1 µM), for the others: at the top dose activity change, negative = cytotoxic, hits mostly cytotoxic | 400,000 tested, 1.4% active; also: % is scaled to controls: 0 for no effect and ±100 for the full control effect; nearly all actives have a fitted effect of over 60% in size
#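 Here the drug-naive KB-3-1 line serves as comparator for MDR sub-line selectivity; cells received compound titrations, 72 h at 37 °C, then CellTiter-Glo readout.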
# GLP1R cytotox: cytotoxicity counter-screen for GLP-1 receptor inverse agonists | 410,000 tested, 0.13% active | Potency, µM (series often up to 38.3 µM), inactives show top-dose activity change, negative = inhibition, most hits filed as inhibitors | HEK293 cAMP-luciferase reporter cells, luminescence, 24 h | AID 624418;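 also: loss of luciferase light is scored as toxicity; % is scaled to controls: 0 for no effect and ±100 for the full control effect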
#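 MLSMR compounds, 24 hr on cells at 37 deg C/5% CO2; luminescence after luciferase reagent (12 min RT). Inhibition counted as the undesired cytotoxic outcome.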
# GLP-1R inv ag: inverse agonists of human GLP-1 receptor; P43220; HEK293 GLP-1R CRE-luciferase, luminescence, 24 h; GLP-1R form is constitutively active; Potency, µM (series often up to 38.3 µM), for inactives: at the highest dose activity change, negative = inhibition, actives largely listed as inhibitors; 410,000 tested, 1.6% active; AID 624417; also: % is scaled to controls: 0 for no effect and ±100 for the full control effect; nearly all actives have a fitted effect of over 55% in size
# Target sequence (P43220 whole entry, looked up): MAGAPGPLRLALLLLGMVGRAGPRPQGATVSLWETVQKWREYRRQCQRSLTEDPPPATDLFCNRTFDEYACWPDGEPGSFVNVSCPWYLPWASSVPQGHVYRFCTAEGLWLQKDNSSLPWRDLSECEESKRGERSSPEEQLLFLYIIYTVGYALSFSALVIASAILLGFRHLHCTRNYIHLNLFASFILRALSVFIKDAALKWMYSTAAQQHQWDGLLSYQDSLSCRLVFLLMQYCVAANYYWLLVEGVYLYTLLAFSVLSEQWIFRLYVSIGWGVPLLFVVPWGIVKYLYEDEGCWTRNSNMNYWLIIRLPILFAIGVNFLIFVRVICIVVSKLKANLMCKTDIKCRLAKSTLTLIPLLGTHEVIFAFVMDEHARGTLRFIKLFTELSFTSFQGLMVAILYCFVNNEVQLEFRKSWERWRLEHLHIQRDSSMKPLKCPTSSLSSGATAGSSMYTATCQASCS
#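 Stable HEK293 clone (constitutively active GLP-1R + cAMP-response luciferase); 200 cells/uL plated, 12 h pre-culture, compound 24 hr, 37 deg C/5% CO2; detection reagent 12 min RT; luminescence.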
# SW480 rereplic: inducers of DNA re-replication in SW480 colon cancer cells; SW480 DNA re-replication, Hoechst DNA content imaging, 48 h; Potency, µM (doses to about 46.1 µM), inactives show at the highest dose re-replication activation, hits mostly activators; 340,000 tested, 1.8% active; AID 624297; also: % of control where 0% means no effect; nearly all actives have a fitted effect of over 55% in size
#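 Hoechst fluorescence of nuclei (405 nm excitation, 500-530 nm emission) measured by plate-scanning imager after 48 hr compound exposure at 37 C; re-replication scored as increased number of nuclei with elevated intensity.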
# HT1080 IDH1KD tx: HT-1080 IDH1 knockdown cell toxicity (counter line). HT-1080 IDH1 knockdown viability, ATP luminescence, 48 h. Potency, µM (doses to about 46.1 µM), for inactives: at the highest dose activity, negative = toxicity, hits mostly cytotoxic. 360,000 tested, 2% active. AID 686971;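 also: 0% = DMSO wells and -100% = cell-free medium wells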
#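 After a 2 h attachment period, IDH1KD HT-1080 cells took pin-transferred compound for 48 h at 37 °C; ATP-based luminescence after 10 min room-temperature reagent incubation reported viability.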
# KB-V1 cytotox: kills drug-selected multidrug resistant KB-V1 cells | 400,000 tested, 3.4% active | Potency, µM (series often up to 46.1 µM), for the others: at the top dose activity change, negative = cytotoxicity, most hits filed as cytotoxic | KB-V1 MDR cells viability, CellTiter-Glo, 72 h; also: % is scaled to controls: 0 for no effect and ±100 for the full control effect; nearly all actives have a fitted effect of over 60% in size
#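 Compound-treated KB-V1 multidrug-resistant cells, 72 h, 37 degrees C; viability by CellTiter-Glo. Fitted qHTS curves give the values.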
# GLP1R ag: activates the human GLP-1 receptor; P43220; HEK293 GLP-1R CRE-luciferase, luminescence, 4-6 h; cells express a hypersensitive GLP-1R form; Potency, µM (top dose mostly 45.6 µM), without a hit: at the top dose activation, most hits filed as activators; 380,000 tested, 0.007% active; AID 624172; also: % of control where 0% means no effect
# HT1080NT lethal: kills 2HG-producing HT-1080-NT fibrosarcoma cells; 360,000 tested, 1.6% active; Potency, µM (top dose mostly 46.1 µM), inactives show at the top dose activity, negative = less viability, actives largely listed as cytotoxic; HT-1080-NT fibrosarcoma viability, CellTiter-Glo ATP luminescence, 48 h;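 also: NT is the 2HG producing partner of a matched IDH1 knockdown line; 0% = DMSO-treated cells and -100% = media-only wells without cells; nearly all actives have a fitted effect of over 55% in size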
#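 HT-1080-NT fibrosarcoma cells (2HG-overproducing), 750 cells/well in RPMI with 5% FBS, dosed after 2 h and incubated 48 h at 37C. CellTiter-Glo luminescence normalized to DMSO and no-cell wells; concentration-response curves fitted and classed.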
# * hit, by the source's call; ? = inconclusive; . = not tested or not shown; [ ] = another dose, or the depositor's remark. Calls follow the shape of the dose curve; as a rule, active = well fitted curve in the direction sought with a large enough effect; inconclusive = small, poorly fitted or top-dose-only effect, or another doubt; inactive = no such curve, though single readings can be large; an effect the other way counts as inactive or inconclusive. Potency is read from the fitted curve at half-maximal effect.
# Start of the listing, in advance (11 entries):
SMILES,TDP-43 yeast inh,KB-3-1 tox,GLP1R cytotox,GLP-1R inv ag,SW480 rereplic,HT1080 IDH1KD tx,KB-V1 cytotox,GLP1R ag,HT1080NT lethal
CCCCCOC(=O)C1C(c2ccccc2)C(C(=O)O)C1c1ccccc1 (configuration not stated),-17%,-2%,?,?,107%,11%,23%,1%,13%
Cc1ccccc1NC(=O)N1CCCC(c2nc(-c3ccc(F)cc3)no2)C1 (configuration not stated),?,2%,-8%,0%,5%,-29%,15µM*,-17%,-13%
CCOc1ccccc1CNc1nnnn1C,-19%,16%,-6%,1%,-2%,0%,-9%,-13%,-3%
Cc1c(NC(=O)Nc2ccc(Cl)c(C(F)(F)F)c2)c(=O)n(-c2ccccc2)n1C,-15%,-9%,-10%,-11%,.,.,21%,.,.
Cc1cc(C)nc(NNS(=O)(=O)c2c(C)cc(C(C)(C)C)cc2C)n1,-18%,-3%,12%,3%,4%,-4%,-1%,-2%,-2%
COCc1nc2ccccc2n1CCOc1cccc(C)c1,0%,10%,4%,-10%,.,.,0%,.,.
CCOC(=O)c1nc(SC)n(C)c1C(=O)OCC,20%,4%,-4%,34%[activator],-2%,9%,14%,21%,15%
CC(C)=C1C2CCC1C(C(=O)NCCc1ccccc1)C2C(=O)O (configuration not stated),4%,-3%,3%,-20%,-1%,-4%,0%,1%,-5%
Cc1nc(N2CCN(c3ccccc3)CC2)[nH]c(=O)c1Cc1ccccc1,19%,-4%,-3%,0%,-18%,1%,-8%,-7%,-3%
C=CCC[C@@H](Cc1ccc(F)cc1)C(=O)OC[C@@H](Cc1c[nH]c2ccccc12)NC(=O)[C@@H](CC=C)CC(=O)N[C@@H](CO)Cc1ccccc1,8%,0%,-9%,?,6%,-3%,0%,8%,-1%
CN1C(=O)CC(N2CCN(c3ncccn3)CC2)C1=O (configuration not stated),0%,15%,-11%,29%,-19%,0%,4%,-3%,3%

# All compounds of this part, from the start:
SMILES,TDP-43 yeast inh,KB-3-1 tox,GLP1R cytotox,GLP-1R inv ag,SW480 rereplic,HT1080 IDH1KD tx,KB-V1 cytotox,GLP1R ag,HT1080NT lethal
CCCCCOC(=O)C1C(c2ccccc2)C(C(=O)O)C1c1ccccc1 (configuration not stated),-17%,-2%,?,?,107%,11%,23%,1%,13%
Cc1ccccc1NC(=O)N1CCCC(c2nc(-c3ccc(F)cc3)no2)C1 (configuration not stated),?,2%,-8%,0%,5%,-29%,15µM*,-17%,-13%
CCOc1ccccc1CNc1nnnn1C,-19%,16%,-6%,1%,-2%,0%,-9%,-13%,-3%
Cc1c(NC(=O)Nc2ccc(Cl)c(C(F)(F)F)c2)c(=O)n(-c2ccccc2)n1C,-15%,-9%,-10%,-11%,.,.,21%,.,.
Cc1cc(C)nc(NNS(=O)(=O)c2c(C)cc(C(C)(C)C)cc2C)n1,-18%,-3%,12%,3%,4%,-4%,-1%,-2%,-2%
COCc1nc2ccccc2n1CCOc1cccc(C)c1,0%,10%,4%,-10%,.,.,0%,.,.
CCOC(=O)c1nc(SC)n(C)c1C(=O)OCC,20%,4%,-4%,34%[activator],-2%,9%,14%,21%,15%
CC(C)=C1C2CCC1C(C(=O)NCCc1ccccc1)C2C(=O)O (configuration not stated),4%,-3%,3%,-20%,-1%,-4%,0%,1%,-5%
Cc1nc(N2CCN(c3ccccc3)CC2)[nH]c(=O)c1Cc1ccccc1,19%,-4%,-3%,0%,-18%,1%,-8%,-7%,-3%
C=CCC[C@@H](Cc1ccc(F)cc1)C(=O)OC[C@@H](Cc1c[nH]c2ccccc12)NC(=O)[C@@H](CC=C)CC(=O)N[C@@H](CO)Cc1ccccc1,8%,0%,-9%,?,6%,-3%,0%,8%,-1%
CN1C(=O)CC(N2CCN(c3ncccn3)CC2)C1=O (configuration not stated),0%,15%,-11%,29%,-19%,0%,4%,-3%,3%
CCCNC(=O)c1cc(C2CCCN(C(=O)C3CCCCC3)C2)on1 (configuration not stated),0%,0%,-5%,-12%,.,?,-11%,7%,13%
COc1ccccc1CC(=O)NNC(=O)CN(C)S(=O)(=O)c1ccc(Cl)cc1,2%,-3%,4%,-15%,-2%,0%,28%,-7%,-1%
COC(=O)c1[nH]c2cccc(OC)c2c1NC(=O)CN1CCC(C(N)=O)(N2CCCCC2)CC1,-7%,7%,-5%,6%,-6%,6%,-3%,8%,1%
COc1ccc(OCCSc2nnc(-c3ccc(OC)cc3)n2N)cc1,-2%,1%,-8%,2%,-8%,-27%,-13%,-9%,-24%
COC(=O)C1=C(O)/C(=C\c2ccc(O)c(OC)c2)N=C1C,-20%,-1%,-7%,9%,-5%,-2%,10%,-10%,5%
C/C(=N\NC(=O)c1ccn[nH]1)c1cn(C)nc1C,-11%[0.397 µM],-4%,-8%,-10%,0%,9%,-6%,7%,1%
CCCCn1c(CN2CCOCC2)nc2c1c(=O)n(C)c(=O)n2C,-5%,-12%,-2%,-1%,-4%,1%,-25%,-4%,4%
COc1ccc(CNC(=O)C2(CC3CC(c4ccccc4)=NO3)CCN(C(=O)c3cccc(O)c3)CC2)cc1 (configuration not stated),8%,15%,6%,-34%,-2%[9.22 µM],-13%,-1%,2%,-1%
CC1=C(C(=O)Nc2ccc(C)cc2C)C(c2ccccc2F)n2nc(SCC(=O)c3ccc(C)cc3)nc2N1 (configuration not stated),12%,-2%,13%,8%,.,.,?,.,.
CCOC(=O)C1=C(COC(=O)COc2ccc(C#N)cc2)NC(=O)NC1C (configuration not stated),-26%,-9%,3%,32%[activator],-12%,-10%,4%,-5%,3%
COc1ccc(N(CC(=O)Nc2cc(OC)c(OC)cc2C(=O)O)S(=O)(=O)c2c(C)noc2C)cc1,10%,12%,-5%,30%[activator],-25%,2%,12%,4%,-14%
COc1ccc(Cl)cc1NC(=O)CN(c1ccccc1)S(=O)(=O)N(C)C,23%,?,-13%,?,-2%,-18%,?,9%,-24%
CC(=O)c1cccc(Nc2ccc3cc(S(=O)(=O)N4CCC(C)CC4)ccc3n2)c1,26%,-15%,-10%,-17%,.,.,?,.,.
O=C(CCc1ccccn1)N1CCCC(CNS(=O)(=O)c2cccs2)C1 (configuration not stated),3%,15%,13%,1%,5%,16%,1%,1%,13%

# Next section.
SMILES,TDP-43 yeast inh,KB-3-1 tox,GLP1R cytotox,GLP-1R inv ag,SW480 rereplic,HT1080 IDH1KD tx,KB-V1 cytotox,GLP1R ag,HT1080NT lethal
NS(=O)(=O)c1ccc(CCNC(=O)Nc2ccc(Cl)cc2)cc1,30%,-6%,0%,-8%,?,12%,12%,-1%,18%
OC[C@@H]1CN(Cc2cccc(C(F)(F)F)c2)C[C@H](n2cnc3c(NC4CC4)ncnc32)O1,13%,0%,-2%,-16%,.,19%,-2%,12%,2%
N#CC1(NC(=O)CSc2nnc3n2CCCCC3)CCCCC1,8%,0%,-4%,6%,-6%,0%,7%,-1%,5%
COc1ccccc1NC(=O)CS(=O)(=O)c1cn(CC(=O)N2CCOCC2)c2ccccc12,10%,7%,-1%,5%,0%,12%,0%,5%,7%
NC(=O)C1CCCN(C(=O)c2cccc(S(=O)(=O)N(Cc3ccccc3)c3ccccc3)c2)C1 (configuration not stated),-4%,-8%,-15%,-9%,-8%,-2%,?,7%,7%
CCC(C)NC(=O)C1CCN(S(=O)(=O)c2ccc3c(c2)CCCN3C(C)=O)CC1 (configuration not stated),12%,1%,-3%,14%,.,.,1%,.,.
COC(=O)c1c(NC(=O)CN(c2ccccc2)S(C)(=O)=O)sc2c1CCCC2,7%,0%,6%,?,-4%,-7%,10µM*,-1%,-8%
Cc1cc(C(C)(C)C)cc(CN2CCN(S(=O)(=O)c3cccs3)CC2)c1O,-19%,-19%,-9%,-9%,.,0%,-16%,-1%,-3%
CCOC(=O)c1ccc(N2C(=O)C(O)=C(C(C)=O)C2c2ccc(O)c(OC)c2)cc1 (configuration not stated),17%,13%,-17%,-30%,3%,3%,20%,-5%,10%
COc1ccccc1NS(=O)(=O)c1cc(NC(=O)c2cccs2)ccc1N1CCOCC1,-10%,-15%,-1%,7%,-14%,-13%,-1%,14%,-16%
COC(=O)c1c(NC(=O)CC2SCC(C(=O)OC)NC2=O)sc2c1CCCC2 (configuration not stated),21%,2%,-5%,26%,-2%,0%,?,20%,-1%
Cc1ccc(SCCc2ccc(C)nc2)cc1,-28%,12%,4%,-19%,3%,11%,-10%,?,4%
O=C(Nc1ccc(N2CCOCC2)nc1)c1cccs1,-28%,-1%,9%,11%,-5%,17%,0%,-2%,20%
COCCNC(=O)Cc1ccc(NC(=O)N2CCCCc3ccccc32)cc1,15%,7%,-1%,-2%,.,.,-14%,.,.
COc1ccccc1/C=C/C(=O)NCC(=O)N/N=C/c1ccc(C)o1,-18%,13%,-2%,13%,-102%[inhibitor],5%,2%,4%,18%
Cc1ccc(-c2cn3c(=O)cc(C)[nH]c3n2)cc1,24%,16%,10%,4%,-9%,-11%,-1%,-10%,-1%
CC1CCCC(C)N1/N=C/c1ccc(Cl)cc1 (configuration not stated),-4%,-2%,-12%,-5%,2%,12%,16%,-3%,14%
